KKLEB tox – reduces viability of KKLEB cystic fibrosis airway cells; KKLEB CF airway cells viability, ATPlite luminescence, overnight; stronger effect = lower value; cells stimulated with P. aeruginosa culture filtrate; activity change (cytotoxicity), % at 5 µM; 360,000 compounds, 0.36% hits;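 active = corrected activity change at or below -50% at 5 µM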
TRAIL sens C8 – caspase-8 TRAIL sensitization. NB7+C8 cells + TRAIL, ATPlite viability luminescence. inhibition (viability loss, TRAIL sensitization), % at 10 µM. 360,000 compounds, 1% hits;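 active = compounds causing at least 50% loss of cell viability in the single-dose screen, relative to plate controls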
TROY NFkB inh – blocks TROY-dependent signaling in reporter cells; Q293 LMP1-TROYcd NF-kB luciferase reporter, 4 h; inhibition, % at 10 µM; 360,000 compounds, 0.98% hits; AID 1347056;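 active = compounds whose plate-normalised and pattern-corrected inhibition of the luciferase reporter signal at the single screening dose is 50% or more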
CF NFkB inh – cystic fibrosis NF-kB activation inhibition; 360,000 compounds, 0.86% hits; KKLEB NF-kB-GFP reporter, PAF-induced, GFP fluorescence overnight; AID 588850; inhibition, % at 5 µM;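 active = at least 50% inhibition at 5 µM, scaled per plate between neutral and stimulator controls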;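 note: PAF is a Pseudomonas aeruginosa culture filtrate used as stimulus; plate controls were PAF-stimulated DMSO wells for no effect and unstimulated DMSO wells for full effect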
Peg3 prom inh – reduces Peg3 promoter-driven luciferase expression in HeLa | HeLa PEG-Prom luciferase reporter, luminescence, overnight | 360,000 compounds, 1.7% hits | inhibition, % at 20 µM | AID 588405;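 active = inhibition of at least 50% at 20 µM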
NR2E3 ag-1 – NR2E3 (human) agonism; Q9Y5X4; GST-NR2E3/biotin-RetCOR TR-FRET, 1536-well; inhibition of corepressor binding, % at 4.78 µM; 320,000 compounds, 0.12% hits; AID 2300;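 active = percent inhibition above the cutoff of mean plus 3 SD of all tested compounds, set per screening campaign, cut at about 20% in these data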;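 note: 0% = DMSO wells and 100% = biotin wells as full block of FRET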
Target sequence (Q9Y5X4 whole entry, looked up): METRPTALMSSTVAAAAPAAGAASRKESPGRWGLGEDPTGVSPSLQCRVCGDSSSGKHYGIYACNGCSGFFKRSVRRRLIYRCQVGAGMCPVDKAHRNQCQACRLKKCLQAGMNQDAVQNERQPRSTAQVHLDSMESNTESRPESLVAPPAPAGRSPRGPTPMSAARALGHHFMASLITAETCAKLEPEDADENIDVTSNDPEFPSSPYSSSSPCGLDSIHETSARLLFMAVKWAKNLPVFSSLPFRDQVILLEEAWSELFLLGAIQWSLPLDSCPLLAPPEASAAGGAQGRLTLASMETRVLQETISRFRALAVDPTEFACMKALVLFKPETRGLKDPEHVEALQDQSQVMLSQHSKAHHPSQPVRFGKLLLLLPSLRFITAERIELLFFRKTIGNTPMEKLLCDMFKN
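system = GST-tagged NR2E3 plus biotinylated RetCOR corepressor | input = 1.35 nM GST-NR2E3 | also added = 7 nM biotin-RetCOR | schedule = 5 h incubation at 4 °C | measured by = TR-FRET with europium anti-GST and streptavidin-D2, 340 nm excitation | read-out = percent loss of FRET ratio relative to control wells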
Shn3 inh set2 – inhibitors of Schnurri-3 3'UTR reporter in osteoblasts; Clone20 osteoblast Shn3 3'UTR firefly luciferase, 24 h; inhibition, % at 12.5 µM; 360,000 compounds, 0.52% hits; AID 588674;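 active = mean inhibition of at least 75% with every replicate also reaching 75%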;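 note: 0% = median of neutral control wells and 100% = pilot-screen positive control compound; some compounds past the cut are filed as inactive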
TRPM1 prom inh – MITF TRPM1 promoter inhibition in SK-MEL-5 cells | SK-MEL-5 TRPM1 promoter luciferase, 24 h | inhibition, % at 12.5 µM | 330,000 compounds, 0.83% hits;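 active = mean inhibition across replicates of 60% or more, whatever share of single replicates reaches that level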; note: values of inactives mirror those of a sister screen read the other way
NR2E3 ag-2 – human photoreceptor-specific nuclear receptor agonism; Q9Y5X4; 360,000 compounds, 0.35% hits; inhibition of corepressor binding, % at 3.98 µM; CHO-S Gal4-NCOR/VP16-NR2E3 two-hybrid, luciferase; AID 602229;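 active = inhibition above the mean of all tested compounds plus 3 SD, cut at about 70% in these data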;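 note: 0% = DMSO with NR2E3 transfected cells and 100% = cells lacking NR2E3 construct; higher means lower luciferase signal from less NR2E3 corepressor binding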
TWEAK-Fn14 inh – inhibitors of TWEAK-Fn14 interaction signaling; 360,000 compounds, 2% hits; inhibition, % at 10 µM; TWEAK-stimulated Fn14 reporter cells, luciferase luminescence, 8 h; in the data active = inhibition above about 50%
HIF-2a block – blocks HIF-2a reporter activity; 786-0 RCC cells HIF-2a reporter, luciferase luminescence, overnight; AID 624352; inhibition, % at 18.8 µM; 360,000 compounds, 0.72% hits;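 active = inhibition of the luminescence signal of 40% or more relative to plate controls, in a single-dose primary screen at 18.75 µM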
The depositor's hits bear a star; . = not tested or not shown. An excerpt. The share of hits here may be higher or lower than overall.

SMILES	KKLEB tox	TRAIL sens C8	TROY NFkB inh	CF NFkB inh	Peg3 prom inh	NR2E3 ag-1	Shn3 inh set2	TRPM1 prom inh	NR2E3 ag-2	TWEAK-Fn14 inh	HIF-2a block
Cc1ccnc(NC(=O)CCC(=O)N(CC(=O)NCc2ccc(F)cc2)CC2CCCO2)c1 (configuration not stated)	5	-5	-15	3	17	2	-6	6	19	-1	10
Cc1cc(N2C(=O)c3ccc(C(=O)NCc4ccccc4)cc3C2=O)no1	15	2	-1	1	8	2	6	-4	-8	-3	5
Cn1c(=O)c2c(nc(SCCNS(=O)(=O)c3ccccc3)n2C)n(C)c1=O	6	-2	15	5	21	-1	11	-9	-8	3	17
CCOc1ccc(CN(C)C(=O)c2ccc3c(c2)NC(=O)C(C)S3)cc1OC (configuration not stated)	2	1	6	4	2	4	33	6	-3	29	9
CN(Cc1ccccc1)C(=O)[C@@H]1CCCN1C(=O)[C@@H]1CCCN1C(=O)OC(C)(C)C	.	-1	0	.	.	.	.	.	1	-6	-4
C=CCC[C@@H](Cc1ccc(F)cc1)C(=O)OC[C@@H](NC(=O)[C@@H](CC=C)CC(=O)N(CCO)Cc1ccccc1)c1ccccc1	-2	19	30	13	38	.	10	8	-20	43	17
N#Cc1ccc(S(=O)(=O)NCC(=O)OCC(=O)NCCc2ccccc2)cc1	-8	15	12	13	17	3	1	0	-22	9	7
Cc1c(C(=O)c2ccc(F)cc2F)c2ccccn2c1CCC#N	-1	-11	-8	8	22	-4	7	-7	6	-1	7
CSc1nnc(C)c(=O)n1COC(=O)COc1ccc(Cl)cc1Cl	-1	12	8	2	0	4	-4	9	-6	3	18
N#CCCn1c(SCC(=O)Nc2ccc(N3CCOCC3)cc2)nc2ccccc21	5	3	6	-2	10	-5	1	16	7	-5	10
O=C(NC1CCCCCCC1)c1ccc2c(c1)OCO2	-2	23	-47	9	-198	2	-45	-41	-164	31	-167
C[C@H](CO)N1C[C@H](C)[C@@H](CN(C)S(=O)(=O)c2ccc(F)cc2)Oc2ccc(NC(=O)Nc3ccc4c(c3)OCO4)cc2C1=O	11	-8	-16	9	3	.	4	-6	-33	15	8
CCCCN(CCCC)S(=O)(=O)c1ccc(NC(=O)CN2CCOCC2)cc1	2	-10	9	-5	8	4	23	1	10	4	11
COC(=O)c1c(C)[nH]c(C(=O)OCc2csc(CC(=O)Nc3ccccc3C)n2)c1C	15	-8	1	-26	-20	.	21	-6	-33	22	-12
COc1cc2c(cc1NC(=O)CSc1nnc(Cc3cccs3)n1Cc1ccco1)oc1ccccc12	-8	14	0	-2	50	5	24	22	22	29	-35

Compounds listed so far with a cyano group:
SMILES	KKLEB tox	TRAIL sens C8	TROY NFkB inh	CF NFkB inh	Peg3 prom inh	NR2E3 ag-1	Shn3 inh set2	TRPM1 prom inh	NR2E3 ag-2	TWEAK-Fn14 inh	HIF-2a block
N#Cc1ccc(S(=O)(=O)NCC(=O)OCC(=O)NCCc2ccccc2)cc1	-8	15	12	13	17	3	1	0	-22	9	7
Cc1c(C(=O)c2ccc(F)cc2F)c2ccccn2c1CCC#N	-1	-11	-8	8	22	-4	7	-7	6	-1	7
N#CCCn1c(SCC(=O)Nc2ccc(N3CCOCC3)cc2)nc2ccccc21	5	3	6	-2	10	-5	1	16	7	-5	10

Next entries.
SMILES	KKLEB tox	TRAIL sens C8	TROY NFkB inh	CF NFkB inh	Peg3 prom inh	NR2E3 ag-1	Shn3 inh set2	TRPM1 prom inh	NR2E3 ag-2	TWEAK-Fn14 inh	HIF-2a block
Cc1c(Cl)cccc1NC(=O)CSCC(N)=O	8	-10	10	-15	25	3	-13	-7	-19	-8	10
O=C(/C=C/c1ccco1)Nc1cccnc1Cl	-5	10	-7	15	-197	3	-95	-46	-74	10	-227
CCn1cc(C(=O)N[C@@H](C)C(=O)OC)c(=O)c2cc3c(cc21)OCO3	0	-21	-4	-17	-5	-5	10	-6	-9	6	-3
CC(=O)N1CCN(C(=O)CCc2nc3sc4c(c3c(=O)[nH]2)CCCC4)CC1	0	1	12	7	12	2	27	1	-14	-10	6
Cc1ccc(OCCC(=O)OCC(=O)Nc2cc(C)cc(C)c2)cc1	-3	0	10	-6	1	2	17	15	-12	1	12
CC(C)Cn1c(SCC(=O)NCCCN2CCCC2=O)nc2ccccc21	-7	-3	3	-3	11	-1	-2	9	-24	2	14
O=C1N(CC(=O)N2CCc3ccccc32)CCN1Cc1ccc(Cl)cc1	-13	-23	5	-20	8	-4	9	5	28	1	16
CC(=O)c1cccc(NC(=O)c2cc(Cl)sc2Cl)c1	6	0	-56	-20	-77	-4	0	-18	-2	-21	-99
Cc1nn(Cc2ccc(C(=O)N3c4ccc(F)cc4CCC3C)o2)c(C)c1Br (configuration not stated)	5	13	-29	-4	-93	3	-24	14	-77	-1	-58
O=C1N=c2ccccc2=C1c1c(O)n(-c2cccc(F)c2)[nH]c1=O	1	-3	-56	-4	1	2	1	8	6	13	-4
CCOCCCNC(=O)c1ccc(N(C)S(=O)(=O)c2ccc(OC)cc2)cc1	-8	10	11	4	18	4	1	3	8	-1	5
O=C(CSC(=S)N1CCCCC1)c1c(F)cccc1F	-12	3	-44	11	-250	6	-83	-102	-116	-28	-292
C=CCNc1nc2c(c(=O)[nH]c(=O)n2C)n1CC(O)COc1ccc2ccccc2c1 (configuration not stated)	0	-5	-9	-10	34	.	31	11	-7	-31	24
Cc1ccc(-c2[nH]c3ccccc3c2SCCNC(=O)c2cc3ccccc3oc2=O)cc1	-4	-10	6	1	18	6	-13	.	9	4	21
Cc1cc(=O)oc2cc(OCC(=O)N3CCN(c4ccccc4)CC3)c(Cl)cc12	-12	-12	10	24	-1	3	-11	-5	-11	-20	9
O=C(NCc1ccc2c(c1)OCO2)c1cc(-c2ccc(Cl)cc2Cl)on1	4	8	-22	-7	-82	1	10	-21	-18	-18	-26
CCCS(=O)(=O)c1c(S(=O)(=O)CCC)c2c(C)cccn2c1C(N)=O	7	2	15	3	9	1	5	2	-1	15	7
COc1ccc(C(=O)NCC2CCCO2)cc1 (configuration not stated)	-1	3	-6	-18	-3	3	-23	-15	-7	-11	-16
O=C(CSc1nc2ccccc2c(=O)n1Cc1ccccc1)Nc1ccc(Br)cc1C(=O)O	6	-22	43	6	15	2	-1	11	-12	-47	-9
Cc1cc2ccccc2cc(C)c1=O	4	30	7	-27	-14	2	1	0	-27	-11	0
COc1ccc(C(=O)NNC(=O)CSc2nnc(-c3ccc(O)cc3)n2C)cc1	3	1	-33	-9	18	0	-30	-5	5	27	19
Cc1cc(NC(=O)CSc2ncn(-c3ccccc3)n2)no1	6	-3	3	6	10	-1	-30	0	-2	-10	-16
Cc1ccc(NC2=C(Cl)C(=O)OC2OC(=O)c2ccco2)c(C)c1 (configuration not stated)	-6	-9	-2	6	19	1	-10	-5	-6	13	1
CSc1nc2n(n1)C(c1ccccn1)C1=C(CC(C)(C)CC1=O)N2 (configuration not stated)	-28	4	11	13	-1	0	-12	8	-11	-3	-32
Cc1ccc(S(=O)(=O)NC2OC(=O)C(Cl)=C2Cl)cc1 (configuration not stated)	10	-2	-17	9	2	0	-3	10	17	4	-2
CCOc1ccc(CCNC(=O)c2[nH]c(C)c(C(C)=O)c2CC)cc1OCC	6	5	21	8	4	2	3	16	-13	-5	23
CCn1cc(C(=O)N[C@H](C(=O)NCCCOC)C(C)C)c(=O)c2cc3c(cc21)OCO3	0	16	10	-14	9	2	-32	4	-4	18	-85
Cc1nn(CCC#N)c2nc(-c3ccccc3)cc(C(F)(F)F)c12	-1	4	52*	9	-87	6	-10	-7	-12	25	-79
Cc1ccc(CN2CC34C=CC(O3)C(C(=O)NCc3ccc5c(c3)OCO5)C4C2=O)cc1 (configuration not stated)	-1	-6	-2	-8	17	3	7	-1	-15	0	3
CCOC(=O)C1=C(C)NC2=C(C(=O)CC(C)(C)C2)C1c1ccc(N(C)C)cc1 (configuration not stated)	6	-5	8	-7	16	1	-34	0	-7	23	4
O=C(O)c1cccc(S(=O)(=O)N2CCC(n3nnc4cc(C(F)(F)F)ccc43)CC2)c1	2	-9	-1	-7	-2	0	-4	8	-27	0	7
Cn1c2ccccc2c(=O)c2cc(C#Cc3ccsc3)ccc21	-21	21	-58	-6	-73	2	-89	-56	-25	-58	-113
NS(=O)(=O)c1ccc(CCNC(=S)Nc2ccccc2)cc1	2	-12	6	-12	5	3	-21	2	8	1	13
COC(=O)C(CCSC)NC(=O)C(NC(=O)C1CCC(C)CC1)C(C)C (configuration not stated)	-2	-9	-2	-7	8	-1	53	2	4	3	5
COCCCn1cc(CN2CC(N3CCSCC3)CS2(=O)=O)nn1 (configuration not stated)	.	-5	-10	.	.	.	.	.	9	7	17
CCOc1cc(/C=N/NC(=O)CN(CCc2ccccc2)S(=O)(=O)c2ccc(NC(C)=O)cc2)ccc1O	-5	-8	14	14	20	3	-8	4	16	12	11
Cc1cc(NC(=O)COC(=O)COc2ccc3c(c2)CCC3)no1	-16	10	-12	6	-7	-1	-14	-10	-6	3	7
O=C(c1cc2cc([N+](=O)[O-])ccc2oc1=O)n1cccn1	-2	-12	2	8	9	3	-10	7	-8	14	19
C/C(=N\NC(=O)c1ccc(F)cc1)c1cccc(NC(=O)c2cccc(F)c2)c1	-14	6	-13	-38	-94	1	-16	-23	-19	-19	-85
Nc1nc(-c2ccccc2)nc(-c2ccccc2O)n1	-14	9	-19	57*	1	-1	-32	6	4	13	-195
CCOC(=O)C1CCCN(S(=O)(=O)c2ccc(F)c(C(=O)Nc3ccc(F)c(F)c3)c2)C1 (configuration not stated)	-10	-19	4	3	12	2	0	11	6	-3	16
O=C(NC(c1ccc(Cl)cc1)c1cccnc1)C1CCN(CCOc2ccc(Cl)cc2Cl)CC1 (configuration not stated)	-12	0	31	16	63*	.	-7	.	20	-43	-5
NC(=O)c1ccnc2c(O)cccc12	5	-4	2	-19	-5	-4	-10	9	-19	0	0
COc1cc(NC(=O)COc2c(C)cc(C)cc2[N+](=O)[O-])c(OC)cc1Cl	-35	5	-22	16	-3	2	-5	-4	-21	10	11
CC(O)c1nc2ccc(Cc3ccc4nc(C(C)O)[nH]c4c3)cc2[nH]1 (configuration not stated)	-2	-1	15	-30	5	3	-1	-10	4	18	9
CC(C)(C)c1ccc(CN2N=Nc3ccccc3S2(=O)=O)cc1	-22	38	-16	47	94*	2	14	1	-60	29	3
COCCOC(=O)c1[nH]c2c(c1C)C(=O)CC(c1ccc(N(C)C)cc1)C2 (configuration not stated)	2	9	1	0	-10	1	2	-20	4	10	-49
COc1cccc(-c2ccc3ncnc(NCc4cccs4)c3c2)c1	-7	-9	44	61*	31	2	-15	7	-22	69*	21
O=C(C[n+]1cc(-c2ccc(Cl)cc2)n2c1CCC2)N1c2ccccc2Sc2ccccc21	8	9	7	-7	-16	0	-10	12	-13	9	-19

High-throughput results deposited in PubChem BioAssay by several laboratories.
